HCMV antiviral: human cytomegalovirus inhibition; HFF cells, HCMV-luciferase reporter, 72 h; hits give low values; activity change, negative = inhibition, % at 57.5 µM; 4.5% of 410,000 active; AID 1259415; in the data active = activity change below about -60%; inconclusive = no clear call, values can overlap the other calls; inactive = above about -39%
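Two-dose cell screen: HFF monolayers treated with compounds and infected with luciferase-expressing HCMV at 1 PFU/cell, 72 h at 37C, then lysed for luciferase measurement.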
Sm TGR block: blocks Schistosoma mansoni thioredoxin glutathione reductase; Q962Y6; purified TGR, DTNB reduction, TNB absorbance 405 nm; Potency, µM (top dose mostly 114 µM), for inactives: top-dose activity change, negative = inhibition, actives largely listed as inhibitors; 3% of 360,000 active; AID 485364; note: potency is the fitted concentration of half-maximal effect; nearly all actives have a fitted effect of over 60% in size
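TGR 20 nM + NADPH 100 uM (dispensed conc.), cpd preinc 15 min RT; start with NADPH (500 uM addition) then DTNB (15 mM addition). Kinetic TNB absorbance, 405 nm filter. Four-parameter Hill fit across titration.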
AMA1-RON2 inh: AMA1-RON2 (P. falciparum) interaction inhibition. AlphaScreen AMA1-biotinylated RON2 peptide binding. Potency, µM (titrated, usually from 58.2 µM), inactives show at the highest dose activity change, negative = inhibition, hits mostly inhibitors. 0.2% of 360,000 active. AID 720542;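 note: potency is the fitted concentration of half-maximal effect; 0% = vehicle wells and -100% = peptide control; nearly all actives have a fitted effect of over 45% in size; some results filed as inactive show a strong effect at the top dose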
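AMA1 (3D7) with his tag at 25 nM final met compounds first, then biotinylated RON2 peptide at 25 nM; detection used donor plus acceptor beads, 10 µg/mL apiece, read by AlphaScreen after 30 min at room temperature.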
AmpC inh detg: inhibitors of E. coli AmpC beta-lactamase with detergent; P00811; AmpC hydrolysis of nitrocefin, absorbance 480 nm, 0.01% Triton; Potency, µM (highest dose often 114 µM), without a hit: top-dose activity change, negative = inhibition, usual class: inhibitors; 0.041% of 370,000 active; AID 485294;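 note: potency is the fitted concentration of half-maximal effect; 0% = no-compound wells and -100% = no-enzyme wells; nearly all actives have a fitted effect of over 25% in size; some results filed as inactive show a strong effect at the top dose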
Target sequence (P00811 whole entry, looked up): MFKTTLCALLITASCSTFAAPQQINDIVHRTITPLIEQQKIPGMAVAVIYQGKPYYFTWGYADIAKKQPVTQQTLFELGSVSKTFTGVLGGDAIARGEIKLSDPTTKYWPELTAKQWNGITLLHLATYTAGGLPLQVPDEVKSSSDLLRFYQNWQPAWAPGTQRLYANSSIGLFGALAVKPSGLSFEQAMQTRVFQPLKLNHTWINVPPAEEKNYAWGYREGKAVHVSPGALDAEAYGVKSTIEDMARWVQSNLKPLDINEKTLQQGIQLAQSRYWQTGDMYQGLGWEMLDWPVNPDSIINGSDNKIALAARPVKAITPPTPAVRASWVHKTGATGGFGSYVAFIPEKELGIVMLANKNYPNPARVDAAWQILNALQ
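20 mM phosphate pH 7.0 + 0.01% (detergent screen) or 0.0001% Triton X-100; 5.3 nM AmpC reagent; cpd preinc 15 min RT; nitrocefin (800 uM stock) to start; A480 q20 s × 4 min; Activity was normalised to no-enzyme and no-compound control wells.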
FBPA Giardia inh: inhibitors of Giardia lamblia fructose-1,6-bisphosphate aldolase; A8B2U2; purified Giardia FBPA; 0.71% of 290,000 active; Potency, µM (doses to about 59.6 µM), for the others: at the highest dose activity, negative = inhibition, usual class: inhibitors; note: potency is the fitted concentration of half-maximal effect; nearly all actives have a fitted effect of over 55% in size
Target sequence (A8B2U2 whole entry, looked up): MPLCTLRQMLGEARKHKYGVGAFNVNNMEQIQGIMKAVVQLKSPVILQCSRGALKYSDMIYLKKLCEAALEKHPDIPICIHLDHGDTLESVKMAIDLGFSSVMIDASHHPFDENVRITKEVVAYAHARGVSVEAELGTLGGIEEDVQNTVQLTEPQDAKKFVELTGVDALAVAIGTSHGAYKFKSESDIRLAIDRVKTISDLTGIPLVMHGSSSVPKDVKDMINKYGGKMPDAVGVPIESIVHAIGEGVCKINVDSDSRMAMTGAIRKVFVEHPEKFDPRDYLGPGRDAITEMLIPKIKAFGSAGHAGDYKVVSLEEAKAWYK
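Giardia FBPA (40 nM reagent) was preincubated 10 min at RT with compound (up to 57.5 uM final), then substrate plus GAPDH/TPI/NAD/arsenate coupling system with diaphorase/resazurin was added; resorufin fluorescence (525/598 nm) was read after 20 min.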
HCV inh: inhibitors of hepatitis C virus infection. Potency, µM (doses to about 41.8 µM), without a hit: at the highest dose activity change, negative = inhibition, actives largely listed as inhibitors. Huh7.5.1 HCVcc-Cre infection, luciferase reporter, 44 h. 3.4% of 340,000 active. AID 651820; note: potency is the fitted concentration of half-maximal effect
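A cell-based infection assay in which seeded cells (1,000 per well) receive test compound after 4 h, are inoculated with HCVcc-Cre at approximately 0.5 moi, and are incubated 44 h before luminescence detection.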
* = called active by the depositor; ? = inconclusive; . = no result given; [ ] = dose if it differs, or a comment. Unless noted, calls come from the whole dose curve; as a rule, active = well fitted curve in the direction sought with a large enough effect; inconclusive = small, poorly fitted or top-dose-only effect, or another doubt; inactive = no such curve, though single readings can be large; an effect the other way counts as inactive or inconclusive. Unless noted, % is set by controls: 0 for no effect and ±100 for the full control effect.

The opening 13 entries as a preview:
SMILES | HCMV antiviral | Sm TGR block | AMA1-RON2 inh | AmpC inh detg | FBPA Giardia inh | HCV inh
Cc1ccc2nc(Cl)c3cc(C(=O)N(C)C4CCCCC4)sc3c2c1 | 0 | 3% | . | 0% | . | .
CC(=O)N1CCN(C(=O)c2ccc(S(=O)(=O)Nc3cccc(C(F)(F)F)c3)cc2)CC1 | -19 | -5% | -1% | -15% | . | -14%
CCN(CC)S(=O)(=O)c1cccc(C(=O)OCC(=O)NCc2ccccc2OC)c1 | -26 | 8% | 35%[activator] | ? | . | 1%
NC(=O)COc1ccc2c3c(c(=O)oc2c1)CCCCC3 | -8 | 3% | 0% | -1% | -5% | -12%
Cc1cccc(N(CC(O)CON=C2c3ccccc3-c3ccccc32)S(C)(=O)=O)c1 (configuration not stated) | ? | 0% | -7% | -1% | -9% | ?
O=C1O[C@H](CO)[C@@H](O)[C@H](O)[C@H]1O | 13 | . | 8% | . | . | 7%
CCN(CC)C(=O)c1ccc(COc2ccccc2Cl)cc1 | -13 | 3% | -8% | -4% | 3% | ?
Cc1ccc(S(=O)(=O)NCC(c2ccc3c(c2)OCO3)N2CCOCC2)cc1 (configuration not stated) | 4 | -15% | 3% | 0% | . | 1%
COc1ccccc1CNC(=O)[C@@H]1CCCN1C(=O)C1CCN(S(=O)(=O)c2ccc(C)cc2)CC1 | -11 | 7% | 17% | -5% | -13% | 11%
COC(=O)C1=C(c2ccc(Cl)c(C(F)(F)F)c2)C[C@@H]2CC[C@H]1N2C(=O)N1CCC(C)CC1 | . | -15% | 9% | -10% | . | 7%
CCN1CCN(S(=O)(=O)c2ccc(Cl)c(C(=O)NC3CC3)c2)CC1 | ? | ? | 4%[11.6 µM] | 6% | . | -12%
CC1CCC(NC(=O)c2ccc3c(c2)N(Cc2cccc(F)c2)C(=O)c2ccccc2S3)CC1 (configuration not stated) | 104 | 0% | . | -9% | . | .
Cc1nn(C(C)C(=O)Nc2ccc(Cl)cn2)c(C)c1[N+](=O)[O-] (configuration not stated) | -9 | -31% | -4% | 3% | 1% | -1%

The list itself, from the first entry:
SMILES | HCMV antiviral | Sm TGR block | AMA1-RON2 inh | AmpC inh detg | FBPA Giardia inh | HCV inh
Cc1ccc2nc(Cl)c3cc(C(=O)N(C)C4CCCCC4)sc3c2c1 | 0 | 3% | . | 0% | . | .
CC(=O)N1CCN(C(=O)c2ccc(S(=O)(=O)Nc3cccc(C(F)(F)F)c3)cc2)CC1 | -19 | -5% | -1% | -15% | . | -14%
CCN(CC)S(=O)(=O)c1cccc(C(=O)OCC(=O)NCc2ccccc2OC)c1 | -26 | 8% | 35%[activator] | ? | . | 1%
NC(=O)COc1ccc2c3c(c(=O)oc2c1)CCCCC3 | -8 | 3% | 0% | -1% | -5% | -12%
Cc1cccc(N(CC(O)CON=C2c3ccccc3-c3ccccc32)S(C)(=O)=O)c1 (configuration not stated) | ? | 0% | -7% | -1% | -9% | ?
O=C1O[C@H](CO)[C@@H](O)[C@H](O)[C@H]1O | 13 | . | 8% | . | . | 7%
CCN(CC)C(=O)c1ccc(COc2ccccc2Cl)cc1 | -13 | 3% | -8% | -4% | 3% | ?
Cc1ccc(S(=O)(=O)NCC(c2ccc3c(c2)OCO3)N2CCOCC2)cc1 (configuration not stated) | 4 | -15% | 3% | 0% | . | 1%
COc1ccccc1CNC(=O)[C@@H]1CCCN1C(=O)C1CCN(S(=O)(=O)c2ccc(C)cc2)CC1 | -11 | 7% | 17% | -5% | -13% | 11%
COC(=O)C1=C(c2ccc(Cl)c(C(F)(F)F)c2)C[C@@H]2CC[C@H]1N2C(=O)N1CCC(C)CC1 | . | -15% | 9% | -10% | . | 7%
CCN1CCN(S(=O)(=O)c2ccc(Cl)c(C(=O)NC3CC3)c2)CC1 | ? | ? | 4%[11.6 µM] | 6% | . | -12%
CC1CCC(NC(=O)c2ccc3c(c2)N(Cc2cccc(F)c2)C(=O)c2ccccc2S3)CC1 (configuration not stated) | 104 | 0% | . | -9% | . | .
Cc1nn(C(C)C(=O)Nc2ccc(Cl)cn2)c(C)c1[N+](=O)[O-] (configuration not stated) | -9 | -31% | -4% | 3% | 1% | -1%
COc1ccc(CNS(=O)(=O)c2cc(-c3cc(C)no3)ccc2C(C)C)cc1 | -28 | 3% | 0% | 3% | -18% | ?
CCOC(=O)c1c(NC(=O)C2c3ccccc3Oc3ccccc32)sc2c1CCC(CC)C2 (configuration not stated) | 0 | -6% | . | 3% | . | .
Cc1ccccc1N1C(=O)C2C3CC(=O)C(c4ccccc43)C2C1=O (configuration not stated) | -35 | -12% | -6% | 0% | 6% | -1%
Brc1ccc(CNc2nc3ccccc3n2CCN2CCCCC2)cc1 | 0 | 11% | -7% | -7% | -5% | ?
Cc1ccc(C(C(=O)NC2CCCC2)N(C(=O)CNC(=O)c2ccco2)c2ccccc2)o1 (configuration not stated) | -19 | -2% | -2% | 8% | -13% | 2%
Cc1ccccc1OC(C)C(=O)Nc1ccc(S(=O)(=O)Nc2nccs2)cc1 (configuration not stated) | -2 | 18% | 24% | -2% | 1% | 7%
NC(=O)COC(=O)c1ccc(C(=O)C(=O)c2ccccc2)cc1 | 10 | -2% | -22% | -1% | 13% | 7%
O=S(=O)(NC1=NCCCCC1)c1ccccc1Cl | 0 | 10% | 4% | 2% | 5% | 10%
COc1ccccc1C(=O)N(C1=NC(C)CS1)c1ccc(Cl)cc1 (configuration not stated) | 107 | -4% | 46%[activator] | 4% | 15% | -5%
O=C(O)/C(=C/c1ccc(Cl)c([N+](=O)[O-])c1)c1ccc(S(=O)(=O)N2CCCCC2)s1 | ? | . | -3% | . | . | 9%
COc1ccc(Nc2cccccc2=O)cc1 | -16 | -32% | 58%[activator] | 2% | 0% | 12%
CC(=O)c1c(N2CCN(Cc3ccc4c(c3)OCO4)CC2)nc(=S)n(-c2ccccc2)c1C | -4 | -21% | -2% | -3% | ? | ?
(more compounds)
SMILES | HCMV antiviral | Sm TGR block | AMA1-RON2 inh | AmpC inh detg | FBPA Giardia inh | HCV inh
COc1cc(/C=N/NC(=O)c2ccc(N3CCCC3=O)cc2)ccc1O | -4 | 7% | -7% | 7% | . | 12%
Cn1c(N2CCCCC2)cc(=O)n(C)c1=O | 13 | 0% | -1% | -2% | 0% | 8%
CCOC(=O)C1CCN(c2ncnc3c2c(-c2ccccc2)cn3-c2ccc(C)cc2)CC1 | -38 | -1% | -16% | -1% | -4% | 11%
O=C(C1CC1)N1CCc2cc(Br)cc(S(=O)(=O)NCc3ccccn3)c21 | 21 | 40%[activator] | 69%[activator] | -1% | -7% | ?
Cc1ccccc1CN(C)CC(=O)NC(C)CCc1ccccc1 (configuration not stated) | 0 | 0% | -5% | -1% | 2% | -10%
Cc1ccc(C(=O)NCC(=O)N2CCCN(S(=O)(=O)c3ccc(C)cc3)CC2)cc1 | -11 | -13% | -21% | ? | . | -3%
CCOC(=O)C1=C(C)Nc2ncnn2C1c1ccc2c(c1)OCO2 (configuration not stated) | 30 | -5% | -2% | ? | -10% | 3%
Cc1ccc(CSc2ncc(Cl)c(C(=O)Nc3nc4ccc(C)cc4s3)n2)cc1 | 11 | 6% | . | 16% | . | .
Cc1ccn2c(Nc3ccc4c(c3)OCCO4)c(-c3ccccc3O)nc2c1 | 13 | -3% | . | -4% | . | .
COc1ccccc1NC(=O)Cn1ncc2c1-c1ccccc1OC2 | 2 | 1% | 0% | -14% | 3% | 9%
CC(C)=CCCC(C)CN1CCC(N2CCC(C(=O)NC(C)C)CC2)CC1 (configuration not stated) | -30 | -4% | 22% | 9% | 0% | 2.8µM*
CCOC(=O)COc1ccc2c(c1)c(C(C)=O)c(C)n2-c1ccccc1 | -7 | -5% | -8% | 5% | 4% | 28%
CC(=O)N(Cc1ccc(F)cc1)C1=C(NCc2ccccc2)C(=O)c2ccccc2C1=O | . | -12% | ? | -1% | ? | 5µM*
O=C(CCC1CCCN(c2ncccn2)C1)N1CCN(c2ccccn2)CC1 (configuration not stated) | 0 | 11% | -10% | 3% | 7% | 4%
COc1ccc(Nc2nnc(-c3cc4c(ccc5ccccc54)oc3=O)s2)cc1 | 2 | 9% | . | 10% | . | .
CC(=O)N/N=C(\C)c1ccc2c(c1)OCCO2 | 12 | 1% | 21% | 2% | 3% | 6%
O=C(CCN1C(=O)/C(=C/c2cccs2)SC1=S)Nc1cccc(O)c1 | -8 | -12% | -20% | -22% | 7% | -26%
COc1cccc(Cn2nnc(C(=O)NCc3ccc(Cl)cc3Cl)c2N)c1 | -6 | 1% | . | -5% | . | .
Brc1ccc(-c2csc(-c3c[nH]c4ccccc34)n2)cc1 | -10 | 11% | -2% | 0% | 1% | 6.3µM*
CC1(C)CC(=O)CC(=Nc2ccc3[nH]c(=O)[nH]c3c2)C1 | -10 | 0%[11.4 µM] | -2% | -13% | -6% | 10%
O=c1cccc2n1CC1CC2CN(Cc2ccc3c(c2)OCO3)C1 (configuration not stated) | 28 | -24% | 17% | ? | -6% | -6%
CCOC(=O)N1CCC(n2c(SCC(=O)Nc3nccs3)nc3ccsc3c2=O)CC1 | -90* | 5% | 15% | 4% | -12% | -20%
Cn1c(CN2CCOCC2)c(C#N)c2ccccc21 | -12 | -8% | 8% | ? | -7% | -11%
CCCCCCn1cnc2c(oc3nc4c(cc32)CCCC4)c1=O | -14 | -15% | 0% | -8% | -1% | 1%
CCOC(=O)C(C)(C)C(=O)C(C)(C)C(O)c1ccccn1 (configuration not stated) | 1 | 0%[11.4 µM] | -5% | -11% | -2% | 9%
New compounds follow:
SMILES | HCMV antiviral | Sm TGR block | AMA1-RON2 inh | AmpC inh detg | FBPA Giardia inh | HCV inh
CCN1CCN(C(=O)c2ccc(CS(=O)(=O)Cc3ccccc3F)o2)CC1 | 6 | -28% | 2% | 1% | 3% | 8%
Cc1ccccc1N=C1SC(CC(=O)Nc2ccc3ccccc3c2)C(=O)N1Cc1ccccn1 (configuration not stated) | -8 | 3% | -1% | -1% | 20% | 10µM*
COc1cccc(NC(=O)c2cc([N+](=O)[O-])ccc2N2CCN(C)CC2)c1 | 4 | 2%[57.1 µM] | 12% | 1% | 5% | -18%
Cc1ccc(NC(=O)COC(=O)/C=C/c2ccco2)cc1S(=O)(=O)N(C)C | -11 | 25µM* | -15% | -9% | 3% | 9%
COc1ccc(OC)c(-c2csc(NC(=O)C3=COCCO3)n2)c1 | -26 | 2% | -5% | -18% | . | -29%
Cc1nnc(N2C(=O)c3cccc4c([N+](=O)[O-])ccc(c34)C2=O)s1 | ? | 4.5µM* | 4% | 5% | -25% | ?
COc1ccc(CC(=O)O/N=C(\N)c2ccncc2)cc1 | 23 | -19% | 4% | 1% | 3% | -1%
Cn1nccc1C(=O)Nn1cnnc1 | 18 | 2% | 8% | ? | -2% | 8%
CC(=O)c1cc(CN2CCN(Cc3ccccc3)C(CCO)C2)cs1 (configuration not stated) | -12 | -27% | -8% | 4% | 2% | -4%
CC1C=CCC2C(=O)N(c3ccc(Cl)cc3O)C(=O)C12 (configuration not stated) | -26 | 2% | 6% | ? | 1% | 7%
O=C(CSc1cn(CCNC(=O)c2cccs2)c2ccccc12)NC1CCCC1 | -6 | 2% | 14% | ? | 1% | ?

Assay outcomes (PubChem)
